LANA DNA inh = inhibitors of KSHV LANA C-terminal domain DNA binding | MBP-C-LANA/FAM-LBS DNA binding, fluorescence polarization | inhibition, % at 9 µM | actives 0.078% (n = 340,000) | AID 504423;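 active means highest replicate inhibition at or above 60% at 9 µM, even if other replicates fall short; inactive means all replicates below 60% inhibition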;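 further: 0% = neutral control wells and 100% = 4 µM acridine orange control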
Cardiac RTF inh = cardiac RTF calcium desensitization; IANBD-labeled cardiac RTF, Ca2+ fluorescence; inhibition, % at 7.15 µM; actives 0.12% (n = 340,000); AID 493244;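 active means inhibition above the mean inhibition of all tested compounds plus 3 SD, cut at about 17% in these data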;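 further: assay run at fixed EC70 calcium of 1.6 mM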
cardiac RTF act = cardiac RTF calcium sensitization. P19429+P45379. IANBD-labeled TnC RTF fluorescence at EC20 calcium; 0% EC20 calcium, 100% full calcium. activation, % at 7.2 µM. actives 0.24% (n = 340,000). AID 493008;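 active means activation above the mean over all tested compounds plus 3 SD, cut at about 30% in these data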;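 further: rise in fluorescence read as greater calcium sensitivity of cardiac thin filaments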
CAL-PDZ inh HTS = CAL PDZ (human) peptide binding inhibition; Q9HD26; purified CAL PDZ, TMR-peptide fluorescence polarization, 1 h; inhibition, % at 24.9 µM; actives 0.92% (n = 300,000);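 active means mean inhibition of at least 30% with at least half of replicates also reaching 30%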;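 further: 0% = DMSO neutral control and 100% = excess unlabeled competitor peptide PRC23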
Keap1 Nrf2 FP = inhibitors of human Keap1-Nrf2 protein-protein interaction; Q14145; inhibition, % at 9.4 µM; Keap1 Kelch-Nrf2 peptide fluorescence polarization, 1536-well; actives 0.15% (n = 340,000); in the data active means inhibition above about 12%;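 further: human Keap1 Kelch domain with fluorescein labeled Nrf2 9mer peptide probe; 0% = neutral control wells and 100% = peptide positive control; higher means more block of Keap1 binding to Nrf2 peptide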
Target sequence (Q14145 whole entry, looked up, the tested form may be a part): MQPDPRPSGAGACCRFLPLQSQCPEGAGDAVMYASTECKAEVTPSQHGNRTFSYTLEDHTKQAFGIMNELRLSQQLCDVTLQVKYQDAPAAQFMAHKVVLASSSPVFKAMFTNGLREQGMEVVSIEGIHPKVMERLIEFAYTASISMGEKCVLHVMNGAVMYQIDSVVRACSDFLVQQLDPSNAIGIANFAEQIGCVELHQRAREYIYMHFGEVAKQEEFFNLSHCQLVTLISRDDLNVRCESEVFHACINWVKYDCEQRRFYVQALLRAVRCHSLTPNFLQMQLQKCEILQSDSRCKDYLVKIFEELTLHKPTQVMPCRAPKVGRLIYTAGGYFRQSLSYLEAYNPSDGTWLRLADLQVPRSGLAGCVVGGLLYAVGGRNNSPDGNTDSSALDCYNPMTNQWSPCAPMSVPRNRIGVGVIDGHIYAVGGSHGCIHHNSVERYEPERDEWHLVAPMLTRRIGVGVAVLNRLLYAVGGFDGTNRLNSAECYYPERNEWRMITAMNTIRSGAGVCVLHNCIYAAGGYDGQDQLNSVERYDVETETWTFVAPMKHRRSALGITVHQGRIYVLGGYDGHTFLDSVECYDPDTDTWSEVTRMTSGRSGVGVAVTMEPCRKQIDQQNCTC
HTR5A ag ctr = HTR5A agonism, opioid heterodimer counter-screen. P47898. HTR5A agonist assay, luminescence, cell-based. AID 504692. activation, % at 9.3 µM. actives 0.61% (n = 340,000); in the data active means activation mostly above about 9.5%, no sharp cut-off; inactive means mostly below about 7.6%;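 further: 0% = cells with vehicle only and 100% = reference agonist; strong numbers were not always called active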
Target sequence (P47898 whole entry, looked up): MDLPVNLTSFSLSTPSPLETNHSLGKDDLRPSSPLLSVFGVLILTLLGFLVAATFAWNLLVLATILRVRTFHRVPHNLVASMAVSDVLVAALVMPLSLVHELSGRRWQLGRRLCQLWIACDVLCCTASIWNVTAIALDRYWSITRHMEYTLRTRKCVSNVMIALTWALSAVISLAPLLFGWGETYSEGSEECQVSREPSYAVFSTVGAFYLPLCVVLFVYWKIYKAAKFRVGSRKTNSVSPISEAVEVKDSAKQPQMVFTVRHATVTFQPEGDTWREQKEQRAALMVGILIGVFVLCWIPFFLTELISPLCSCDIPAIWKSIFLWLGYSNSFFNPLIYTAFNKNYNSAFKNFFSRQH
V-ATPase pHluor = alters yeast V-ATPase proton transport; S. cerevisiae, pHLuorin cytosolic pH fluorescence; actives 0.37% (n = 350,000); response, % at 10 µM; in the data active means response mostly above about 7.3%, no sharp cut-off; inactive means mostly below about 5.4%; further: actives read high; inactives centre near 0; some compounds called inactive have numbers as strong as hits; reference of the scale not given here
OPRM1-OPRD1 inv = inverse agonist of human OPRM1-OPRD1 heterodimerization; cell-based MOR-DOR heterodimer luminescence, inverse agonism; inhibition, % at 9.3 µM; actives 0.21% (n = 340,000); in the data active means inhibition above about 22%, passing the limit was not always enough;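 further: 0% = cells with DMSO and 100% = wells without cells with DMSO; values of inactives mirror those of a sister screen read the other way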
HTR5A inv ctr = HTR5A inverse agonism, opioid heterodimer counter-screen; P47898; HTR5A cell line, luminescence; inhibition, % at 9.3 µM; actives 0.083% (n = 340,000); in the data active means inhibition mostly above about 23%, no sharp cut-off; inactive means mostly below about 18%;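 further: 0% = cells with DMSO and 100% = no-cell wells with DMSO; some compounds called inactive have numbers as strong as hits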
MOR-DOR ag = OPRM1-OPRD1 heterodimerization agonism. activation, % at 9.3 µM. actives 0.3% (n = 340,000). cells, luminescence; in the data active means activation above about 18%;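 further: 0% = vehicle-treated cells and 100% = reference agonist; values of inactives mirror those of a sister screen read the other way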
* marks the source's active call; other numbers are inactive results; . = no result given.

Values in the order: LANA DNA inh, Cardiac RTF inh, cardiac RTF act, CAL-PDZ inh HTS, Keap1 Nrf2 FP, HTR5A ag ctr, V-ATPase pHluor, OPRM1-OPRD1 inv, HTR5A inv ctr, MOR-DOR ag
O=C(CNc1cc(S(=O)(=O)N2CCOCC2)ccc1NCC1CCCO1)Nc1ccccc1F (stereo not drawn)
  1.5, -13, -4, 8, -2, -3, -1, 3, -13, -0.6
O=C(CCSCCC(=O)N1CCCC1)N1CCCC1
  0.1, -2, 9, 2, -2, -1, -4, -1, -23, 0.2
CN(c1ccccc1)C(c1ccc(F)cc1)c1nnnn1C1CCCC1 (stereo not drawn)
  1.2, -6, -4, -3, -4, 2, 4, -9, -4, 1.9
CC1CC(=O)Nc2ccccc2N1C(=O)Nc1ccc(F)cc1F (stereo not drawn)
  1.3, 1, 3, -4, 1, -2, 6, 24, -2, -4.5
Cc1ccc(N(Cc2ccccc2F)S(C)(=O)=O)cc1C
  -0.6, 2, 10, -3, -5, 0, 3, -5, 4, 0.9
COc1ccc(NC(=S)N2N=CCC2c2ccccc2)cc1 (stereo not drawn)
  -0.2, -5, 0, ., 6, 6, 5, 6, -15, -1.3
Cc1ccc(S(=O)(=O)NC2CCCCC2)cc1
  2.7, -7, -5, 1, 5, 1, 0, 11, -6, -2.1
O=C(COC(=O)CCc1nc2ccccc2c(=O)[nH]1)Nc1ccc2c(c1)OCO2
  0.4, -1, 0, 2, -4, -2, 1, 5, 5, -0.9
S=c1[nH]nc(Nc2cccc3ccccc23)s1
  0.7, ., ., 1, 3, ., -2, ., ., .
CCC1(c2ccccc2)NC(=O)N(CC(=O)Nc2ccc(OC)nc2)C1=O (stereo not drawn)
  88*, -80, 61*, -1, 61*, 2, -2, -4, -7, 0.7
CCn1c(NC(=O)/C=C/c2ccc(F)cc2)nc2ccccc21
  -1.8, -18, -5, ., 4, 3, -3, -36, -8, 4.8
O=S(=O)(c1ccc(Cl)cc1Br)N1CCCCC1
  -0.1, -4, -7, ., -1, -1, -2, -16, -14, 3.1
Cc1ccc(S(=O)(=O)/N=C2\C=C(NS(=O)(=O)c3ccccc3)C(=O)c3ccccc32)c(C)c1
  0.1, 2, -6, ., 0, -6, -6, 30*, 22, -5.7
CCCN1CCC(=O)N([C@H](CSc2ccc(OC)cc2)CC(C)C)CC1
  -1.4, -6, 0, 1, -1, -2, -3, -3, 2, 0.5
O=C(CNC(=O)c1ccccc1)OCCOc1cccc(Cl)c1
  1.1, 2, 2, -4, -5, -3, 0, 10, 13, -1.9
CCOc1ccc(-c2nnn(CC(=O)Nc3ccccc3OC)n2)cc1OCC
  -0.5, 1, 6, -1, -3, -4, 0, -15, -1, 3.2
CN(C)C(CNC(=O)CCc1nc2sc3c(c2c(=O)[nH]1)CCCC3)c1ccccc1 (stereo not drawn)
  -0.9, -13, -4, -2, -3, -7, 1, 1, 22, -0.1
Cc1ccc(C2(C)NC(=O)N(CC(=O)NNC(=O)c3ccoc3C)C2=O)cc1 (stereo not drawn)
  -1.6, 1, -2, -2, 3, -7, 2, 13, 18, -2.1
CCn1cc(SCC(=O)Nc2cc(C)on2)c2ccccc21
  0.2, -7, 7, -1, -2, 2, 1, 7, -11, -1.1
CCCn1c(=N)n(CC(=O)c2ccc(Cl)c(Cl)c2)c2ccccc21
  1.0, -1, -1, -4, 2, 0, -2, -14, 1, 3.0
O=S(=O)(c1ccccc1)N1CCCN(S(=O)(=O)c2ccccc2)CC1
  -3.5, -7, 2, -1, 1, 0, -3, 14, -2, -2.4
CCCC(=O)C1=C(c2ccccc2)C(C#N)(C#N)C(C#N)=C1N
  5.5, -15, 0, -5, -4, 3, -3, 6, -4, -1.0
COc1ccc(OC)c(N=C(C)C2=C(O)COC2=O)c1
  0.4, -2, -4, -5, 1, 5, -4, -2, -13, 0.4
COc1cccc(CC(=O)NC2CCCN(Cc3ccc(Cl)cc3)C2)c1 (stereo not drawn)
  -0.5, 0, 2, 6, 3, 6, -2, -2, -14, 0.3
CCC1CCCCN1C(=O)CCNS(=O)(=O)c1ccc2c(c1)oc(=O)n2C (stereo not drawn)
  -0.4, -6, -4, ., -3, -3, -2, 11, 1, -2.1
CC(=O)c1ccc(NC(=O)CCCN2C(=O)C(c3ccccc3)Oc3cccnc32)cc1 (stereo not drawn)
  -0.4, -3, -2, -8, -7, -2, -1, 6, 4, -1.1
COc1cc(NCCCCCCN)c2ncccc2c1OC
  -20, -15, 6, 0, 2, 1, -1, -40, -5, 7.9
Cc1ccc(S(=O)(=O)Nc2cccc3ncccc23)s1
  0.6, -2, -2, -10, -5, -6, -6, 44*, 27, -7.5
Cc1ccnc(NC(=O)CCC(=O)N(CC(=O)NC2CCCCC2)Cc2cccs2)c1
  0.2, 11, -7, -1, 1, 2, 0, 7, 2, -1.4
CCCCn1nc2cc(C(=O)N[C@H](C)C3CCCCC3)ccc2c1OCC
  -2.3, -6, -5, -8, 2, -2, 1, -5, -11, 1.0
COc1ccc(C(=O)N2CCN(C(=O)c3ccco3)CC2)cc1OC
  0.0, -7, 3, -1, -5, -4, -2, -1, 18, 0.1
O=C(Nc1ccc(N2CCCCCC2)cc1)c1ccc[nH]1
  1.5, -6, 0, -4, 0, -1, 1, 5, 2, -1.2
Cc1ccc(CCN2CC(C(=O)NCCC(C)C)CC2=O)cc1 (stereo not drawn)
  0.7, -1, -7, -4, -6, 1, 7, 11, -4, -2.1
O=C(NCc1ccc(Cl)cc1)c1ccc(COCC(F)(F)F)o1
  -0.1, 6, 2, -7, -4, 1, 8, 7, -3, -1.5
CN(CC(=O)NCCc1ccc(Cl)cc1)S(=O)(=O)c1cccs1
  -0.4, 1, -5, 3, -1, 0, 0, 9, 0, -1.8
CC(=O)Oc1ccc(N(C(C)=O)S(=O)(=O)c2ccc3ccccc3c2)cc1Br
  -7.7, -2, -5, -3, 5, 3, -6, -3, -13, 0.5
O=[N+]([O-])c1ccc(C(O)CSC(=S)N2CCCCC2)cc1 (stereo not drawn)
  -6.2, -11, -5, -5, 2, 2, 2, -24, -8, 4.4
O=C(CCn1nnc(-c2cccs2)n1)NCc1ccccc1Cl
  0.3, -5, 2, -4, -4, 6, -1, -10, -20, 1.7
CN(C)CCCN(C(=O)c1ccc(S(=O)(=O)N(C)Cc2ccccc2)cc1)c1nc2cc3c(cc2s1)OCO3
  0.3, -6, -1, 42*, 0, 0, 2, -4, 0, 0.8
COc1ccc(CN2CCN(C(=O)CC(C)C)CC2)cc1Br
  -2.5, 2, -5, -2, 1, -4, -1, 8, 14, -1.7
COc1ccc(C(=O)NC2(C(F)(F)F)N=C3SCCN3C2=O)cc1 (stereo not drawn)
  -0.6, -3, 0, -3, 1, -1, 3, 5, 4, -1.2
CC(C)c1ccc(N(CC(=O)Nc2ccc(S(=O)(=O)N3CCOCC3)cc2)S(C)(=O)=O)cc1
  1.3, -15, 2, -1, 1, 1, 2, 9, -1, -1.5
CC(=O)c1ccc(OCC(=O)N2CCCC(Nc3ccc(C)c(C)c3)C2)cc1 (stereo not drawn)
  -0.8, 1, -1, -3, -4, 0, 0, 6, 0, -1.4
C=CCOC(=O)Nc1snnc1C
  -0.9, -1, -2, 0, -2, 1, -4, 14, -3, -3.3
CCOC(=O)c1c(C)nc2cc(C)ccn12
  -1.0, -7, 3, ., 7, 5, -2, 3, -42, -0.6
CSCCC1NC(=O)N(CC(=O)Nc2ccc3c(c2)OCCO3)C1=O (stereo not drawn)
  -1.3, -7, -1, -6, 0, 2, 2, 6, 2, -1.5
O=C(c1ccc(N2CCCC2)c([N+](=O)[O-])c1)N1CCN(c2ccccn2)CC1
  -1.0, 2, 1, ., -5, 4, -3, 12, -25, -2.3
O=C(Nc1nc(=O)n(C(=O)c2cccc(C(F)(F)F)c2)s1)c1ccccc1
  1.3, -2, -2, -5, 1, 1, -1, 22, -7, -4.2
Cc1ccc(NC(=O)CN(C)C(=O)c2ccccc2Cc2ccccc2)cc1
  -1.0, -8, 0, -7, 0, 2, 0, 4, -2, -0.5
CC(C)(C)C(=O)Nc1cccc2[nH]ncc12
  1.7, -6, -1, -2, -1, 6, 1, 9, -2, -2.0

Grouped by structure: the compounds so far containing two or more sulfur atoms
Values in the order: LANA DNA inh, Cardiac RTF inh, cardiac RTF act, CAL-PDZ inh HTS, Keap1 Nrf2 FP, HTR5A ag ctr, V-ATPase pHluor, OPRM1-OPRD1 inv, HTR5A inv ctr, MOR-DOR ag
S=c1[nH]nc(Nc2cccc3ccccc23)s1
  0.7, ., ., 1, 3, ., -2, ., ., .
Cc1ccc(S(=O)(=O)/N=C2\C=C(NS(=O)(=O)c3ccccc3)C(=O)c3ccccc32)c(C)c1
  0.1, 2, -6, ., 0, -6, -6, 30*, 22, -5.7
O=S(=O)(c1ccccc1)N1CCCN(S(=O)(=O)c2ccccc2)CC1
  -3.5, -7, 2, -1, 1, 0, -3, 14, -2, -2.4
Cc1ccc(S(=O)(=O)Nc2cccc3ncccc23)s1
  0.6, -2, -2, -10, -5, -6, -6, 44*, 27, -7.5
CN(CC(=O)NCCc1ccc(Cl)cc1)S(=O)(=O)c1cccs1
  -0.4, 1, -5, 3, -1, 0, 0, 9, 0, -1.8
O=[N+]([O-])c1ccc(C(O)CSC(=S)N2CCCCC2)cc1 (stereo not drawn)
  -6.2, -11, -5, -5, 2, 2, 2, -24, -8, 4.4
CN(C)CCCN(C(=O)c1ccc(S(=O)(=O)N(C)Cc2ccccc2)cc1)c1nc2cc3c(cc2s1)OCO3
  0.3, -6, -1, 42*, 0, 0, 2, -4, 0, 0.8
CC(C)c1ccc(N(CC(=O)Nc2ccc(S(=O)(=O)N3CCOCC3)cc2)S(C)(=O)=O)cc1
  1.3, -15, 2, -1, 1, 1, 2, 9, -1, -1.5
